Screening data as filed in PubChem BioAssay.
SENP8 inh = blocks human SENP8 cleavage of Nedd8 substrate; recombinant SENP8, Nedd8 substrate fluorescence; actives 0.64% (n = 360,000); Q96LD8; inhibition, % at 20 µM; in the data active means inhibition mostly above about 40%, no sharp cut-off; inactive means mostly below about 27%
Target sequence (Q96LD8 whole entry, looked up): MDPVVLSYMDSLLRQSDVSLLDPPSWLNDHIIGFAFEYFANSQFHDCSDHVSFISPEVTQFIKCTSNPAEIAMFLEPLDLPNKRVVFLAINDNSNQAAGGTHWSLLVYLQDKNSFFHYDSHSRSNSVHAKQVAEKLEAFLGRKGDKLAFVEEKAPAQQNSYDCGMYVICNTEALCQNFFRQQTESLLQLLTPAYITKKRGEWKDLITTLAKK
SENP1 FRET inh = blocks the human SENP1 SUMO protease catalytic domain | actives 0.21% (n = 360,000) | recombinant SENP1 catalytic domain, CyPet-SUMO1-YPet FRET cleavage | inhibition, % at 10 µM;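 active means inhibition at least 30% at 10 µM, raw YFP signal under a set limit, fluorescence ratio 0.5 to 1.5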;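 further: 0% = enzyme with DMSO and 100% = no enzyme wells; some results filed as inactive read as strong as hits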
Target sequence (Q9P0U3 419-644 limits assumed): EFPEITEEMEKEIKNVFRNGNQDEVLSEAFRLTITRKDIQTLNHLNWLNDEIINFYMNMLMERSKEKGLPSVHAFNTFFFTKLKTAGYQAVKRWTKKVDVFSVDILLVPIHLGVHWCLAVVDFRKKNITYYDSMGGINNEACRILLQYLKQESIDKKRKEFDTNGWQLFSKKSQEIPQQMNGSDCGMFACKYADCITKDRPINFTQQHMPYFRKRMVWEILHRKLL
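Assay system: hSENP1 catalytic domain, recombinant. Amount: SENP1 enzyme, 20 pM final. Schedule: 50 min reaction, RT, dark. Technique: FRET, CFP and YFP emission. Control set: no-enzyme wells low, DMSO-plus-enzyme wells high control.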
Active calls of the source: *. These rows are one share of the data (hit frequency here may not be typical).

SMILES | SENP8 inh | SENP1 FRET inh
N#CC(c1ccc([N+](=O)[O-])cc1)C(CC(=O)c1ccccc1)c1ccccc1 (configuration not stated) | 5 | 5
Cc1ccc(-c2nc3ccc(C)cn3c2Cc2cccc(F)c2)cc1 | -358 | -3
CCc1nc2ccc(C(=O)Nc3ccc(OC)c(OC)c3)cn2c1N(C)Cc1nccs1 | 10 | -24
COc1ccc(NC(=O)c2cc(-c3ccccc3OC)on2)cc1 | 4 | 0
Cc1ccc2nc(-c3cccc(Br)c3)c(Cc3cccc(Cl)c3)n2c1 | -190 | -80
CCOc1ccc(CCN2C(=O)C(=O)N([C@@H](CC(C)C)CN3CCC[C@@H]3CN3C(=O)C(=O)NC[C@@H]3Cc3ccccc3)C[C@@H]2Cc2ccc(O)cc2)cc1 | 7 | 1
COc1ccc(CNC(=O)CC[C@H]2O[C@@H](n3cnc4c(NC(=O)c5ccccc5)ncnc43)[C@H](O)[C@@H]2O)cc1 | 29 | 1
Cn1cccc([N+](=O)[O-])c1=O | 11 | 3
CC(=O)Nc1cc(-c2ccc(CO)cc2)cn2c(-c3ccc(F)cc3)cnc12 | -215 | -9
Cc1ccc(N2CCN(C(=O)C(=O)c3cccc([N+](=O)[O-])c3)CC2)cc1 | 24 | 4
Cc1nn(CC(=O)NC2CCCCC2)c(C)c1[N+](=O)[O-] | 14 | 0
COCCNC(=O)C1CCCN(C(=O)COc2ccc(C(C)(C)C)cc2)CC1 (configuration not stated) | 9 | 1
COC(=O)[C@H](NCc1ccc(OC)c(B(O)O)c1)C(C)C | 6 | 3
O=C(NCCCn1ccnc1)c1sc2cc([N+](=O)[O-])ccc2c1Cl | -1 | 2
Cc1cccc(C)c1NC(=O)[C@@]1(CC(=O)O)CC(/C=C/c2ccccc2)=NO1 | 7 | 1
CC(C)(C)OC(=O)N1CCCC(C(=O)Nc2cccc(C(=O)NC3CC3)c2)C1 (configuration not stated) | -1 | 1
C(=C\c1ccccc1)/CN1CCN(C(c2cccc3ccccc23)c2nnnn2C2CCCC2)CC1 (configuration not stated) | 22 | 3
CN(Cc1ccccc1)C(=O)[C@@H]1CCCN1C(=O)OC(C)(C)C | 27 | 3
CCC(CC)C(=O)N(C)c1c(C)nc2c(OCc3ccc(Cl)cc3)cccn12 | 3 | 1
Cc1ccc(OCc2nc3ccccc3n2C(C(=O)NC(C)(C)C)c2ccncc2)cc1 (configuration not stated) | 7 | 2
COc1cc(NC(=O)Cn2ncc(Cl)c(Cl)c2=O)c(C)cc1[N+](=O)[O-] | 8 | 1
CC1(Cc2ccccc2Cl)C(=O)Nc2cc(-c3ccccc3Cl)ccc21 (configuration not stated) | 6 | 1
C=CCN(c1ccccc1OC)S(=O)(=O)c1cccc(C(=O)OCC(=O)c2c(N)n(C)c(=O)n(C)c2=O)c1 | 1 | -2
Fc1ccc(CSc2ncnc3c2oc2ccccc23)cc1 | 15 | -2
CC(=O)c1ccc(N2CCN(C(=O)C(=O)c3cn(CC(=O)N4CCOCC4)c4ccccc34)CC2)cc1 | -64 | 4
Cc1cc(Br)cn2c(Cc3cccc(F)c3)c(-c3ccc(F)cc3)nc12 | -2 | 1
CC(C)(C)Cc1c(-c2ccco2)nc2ccc(Cl)cn12 | 0 | -11
CC(C)CC1C(=O)N(Cc2cn(CCC3OCCCO3)nn2)CCS(=O)(=O)N1Cc1ccc(-c2ccc(Cl)cc2)cc1 (configuration not stated) | 14 | 0
CC1(C(=O)Nc2ccccc2)CCN1C(=O)C1(c2ccc(Cl)cc2)CC1 (configuration not stated) | 16 | 0
CCC(C)[C@H]1CNC(=O)C(=O)N1CCCCC1CCCCC1 (some centres not stated) | 7 | -1
Cc1ccc(NC(=O)C2(C)CCN2C(=O)Cc2cc(F)ccc2F)cc1 (configuration not stated) | -1 | -1
CCOC(=O)N(C)C[C@@H]1OCc2ccccc2-c2c(n(C)c3ccccc23)C(=O)N([C@H](C)CO)C[C@H]1C | -1 | -1
O=C1NC(c2cccc(OCc3ccccc3)c2)Nc2ccccc21 (configuration not stated) | -487 | 1
COc1ccc(C(O)c2nc(-c3ccc(C)c(C)c3)cs2)cc1 (configuration not stated) | 20 | 2
Cc1ccc(NC(=O)COC(=O)Cc2c[nH]c3ccccc23)cc1 | 11 | 6
CCOC(=O)C1=C(COC(=O)CNS(=O)(=O)c2ccc(NC(C)=O)cc2)NC(=O)NC1C (configuration not stated) | -2 | -35
Clc1ccc(C2Nc3cccc4cccc(c34)N2)c(Cl)c1 | -16 | -1
COc1ccc(-c2coc3c(C(=O)NCCN4CCOCC4)cccc23)c(C)c1 | -5 | -1
CCN(C(=O)CSc1nnc(-c2ccccc2F)n1N)c1c(N)n(Cc2ccccc2)c(=O)[nH]c1=O | 0 | -5
COc1ccccc1N(CC(=O)N1CCN(Cc2ccccc2)CC1)S(=O)(=O)c1ccccc1 | 15 | 2

Some of the entries so far, tab-delimited.
Compound	SENP8 inh	SENP1 FRET inh
CC(=O)Nc1cc(-c2ccc(CO)cc2)cn2c(-c3ccc(F)cc3)cnc12	-215	-9
Cc1ccc(N2CCN(C(=O)C(=O)c3cccc([N+](=O)[O-])c3)CC2)cc1	24	4
Cc1nn(CC(=O)NC2CCCCC2)c(C)c1[N+](=O)[O-]	14	0
COCCNC(=O)C1CCCN(C(=O)COc2ccc(C(C)(C)C)cc2)CC1 (configuration not stated)	9	1
COC(=O)[C@H](NCc1ccc(OC)c(B(O)O)c1)C(C)C	6	3

(further entries)
SMILES | SENP8 inh | SENP1 FRET inh
COc1ccc(S(=O)(=O)N(C)C[C@@H]2Oc3cc(Br)ccc3S(=O)(=O)N([C@H](C)CO)C[C@@H]2C)cc1 | 4 | -1
CC(=NNC(=O)c1ccncc1)c1cc(Cl)ccc1Cl | 4 | 2
C[C@@H]1CN([C@H](C)CO)C(=O)CCCn2cc(nn2)CO[C@H]1CN(C)C(=O)c1cc(-c2ccccc2)on1 | 0 | 1
Cc1ccc(C(=O)NCCN2CCC(n3c(=O)[nH]c4ccccc43)CC2)cc1F | 13 | 2
O=C(Nc1ccc(F)c(Cl)c1)C1Cc2c(-c3ccc4c(c3)OCO4)ccnc2O1 (configuration not stated) | -78 | -1
CCN(CC)c1ncnc2c1ncn2[C@H]1CN(Cc2ccccc2)C[C@@H](CO)O1 | -2 | 5
C[C@H](CO)N1C[C@H](C)[C@H](CN(C)S(=O)(=O)c2cccs2)Oc2ncc(-c3cc4ccccc4o3)cc2C1=O | -401 | 2
COc1cccc(CNc2nc3ccc(NC(C)=O)cc3s2)c1 | 23 | 1
COc1ccc(-c2ccc3[nH]c4c(c3c2)CCN2C(=O)[C@@H]([C@H](C)O)[C@@H](N(C)C(=O)Nc3ccccc3)C[C@@H]42)cc1 | -280 | -30
Cc1cc(Br)c(Oc2cc(NN3CCCCC3)c([N+](=O)[O-])cc2[N+](=O)[O-])c(Br)c1 | 22 | 3
CCOc1ccccc1-c1cc(NC)ncn1 | -34 | -1
COc1ccc(C#Cc2ccc3c(c2)O[C@H](CN(C)S(=O)(=O)c2ccccc2F)[C@H](C)CN([C@H](C)CO)S3(=O)=O)cc1 | -338 | -36
CC(C)Oc1cc(F)ccc1-c1cc(C(=O)Nc2ccc(C(C)C)cc2)[nH]n1 | 18 | -2
COC(=O)[C@]12CCCCC=C1N(CCc1ccc(OC)c(OC)c1)C(=O)[C@H](CC(=O)NCc1cccc3ccccc13)C2 | 22 | 3
CCN(c1ccccc1)S(=O)(=O)c1ccc(C(=O)NC2CCCCC2)cc1 | 5 | 1
O=C(COC(=O)c1cccc(S(=O)(=O)N2CCCC2)c1)Nc1ccc(Cl)cc1 | 13 | 2
CCCC(c1nnnn1Cc1ccc(OC)cc1)N1CCN(c2ccccc2)CC1 (configuration not stated) | 13 | 1
CCCNC(=O)C1CC(=O)N(c2ccc(OCc3ccccc3)cc2)C1 (configuration not stated) | 4 | -1
COCCn1nnnc1C(CC(C)C)N1CCN(C(=O)c2ccco2)CC1 (configuration not stated) | 12 | 0
Cn1c(-c2ccc(C#N)cc2)c(C#Cc2ccccc2)c2ccccc21 | -372 | -25
COc1ccc(-c2ccc(C(=O)NCC(C)C)c3occc23)c(C)c1 | -213 | 1
CC1(C(=O)NS(=O)(=O)c2cccs2)CCN1C(=O)CC1CCCCC1 (configuration not stated) | 10 | 1
CCCC(=O)N1CCCC1(C)C(=O)Nc1ccc(-n2cncn2)cc1 (configuration not stated) | 3 | 1
CCOC(=O)[C@]12CCC=C1N(Cc1cccc3ccccc13)C(=O)[C@H](CC(=O)NCCc1ccccc1OC)C2 | 6 | -3
COc1ccc(-c2nc3ccc(Br)cn3c2Cc2cccc(F)c2)cc1OC | -13 | 1
O=C(NCc1ccc(F)cc1)C1CCN(S(=O)(=O)c2ccc(N3CCCC3=O)cc2)CC1 | 14 | 2
Cc1c(C(=O)NCc2cccc([N+](=O)[O-])c2)sc(=O)n1Cc1ccccc1F | -4 | 0
CC(=O)Nc1ccc(CN2C(=O)C(C)ON=C2c2ccccc2-c2ccco2)cc1 (configuration not stated) | -5 | -6
CC(C)CCN1CCC[C@]2(N[C@H](c3ccc(C(F)(F)F)cc3)[C@@H]3C(=O)N(Cc4ccccc4)C(=O)[C@@H]32)C1=O | -9 | 1
CCC/C=C/c1ccc(CN2C(CC(C)C)C(=O)N(Cc3cn(Cc4ccco4)nn3)CCS2(=O)=O)cc1 (configuration not stated) | 10 | -5
O=C(O)C(=Cc1ccnc2ccccc12)C(=O)O | -17 | 1
O=S(=O)(Nc1nc2ccccc2nc1N1CCN(c2ccccn2)CC1)c1ccc(Cl)cc1 | -255 | -76
O=C(O)CC1(C(=O)O)CC2C=CC1C2 (configuration not stated) | 21 | 1
COc1cc(CC2C(=O)OCC2C(=O)c2ccc3c(c2)OCO3)cc(OC)c1OC (configuration not stated) | 1 | 0
COc1ccc2c(c1)/C(=C/c1cc(OC)c(OC)c(OC)c1)C(=O)N2 | 20 | 0
CC1(C(=O)NS(=O)(=O)c2cccc(OC(F)F)c2)CCN1C(=O)c1ccccc1CCc1ccccc1 (configuration not stated) | 26 | 0
O=C(NCC1CC1)Nc1cccc(C(F)(F)F)c1 | 21 | 3
O=C(c1[nH]c(C(F)(F)F)nc1-c1ccccc1)N1CCN(CCN2CCOCC2)CC1 | 17 | 1
COc1ccc(C(C)(O)c2nc(-c3cccs3)cs2)cc1 (configuration not stated) | 7 | -2
C=CCNc1nc(NCCOc2ccccc2Cl)c2sc(-c3ccccc3)cc2n1 | -179 | -2
Clc1ccc2c(NCCNC3CCCCC3)ccnc2c1 | -91 | 2
Cc1onc(-c2c(Cl)cccc2Cl)c1C(=O)Nc1c(C)n(C)n(-c2ccccc2)c1=O | 29 | 2
COCCn1c(SCC(=O)Nc2ccc(F)cc2F)nc2c(c1=O)SCC2 | 6 | 0
CCN1C/C(=C\c2cc(OC)c(OC)c(OC)c2)C2=NN(c3ccccc3)C(c3cc(OC)c(OC)c(OC)c3)C2C1 (configuration not stated) | -461 | -25
CCCNC(=O)Nc1nc(C(N)c2ccc(OC)cc2)cs1 (configuration not stated) | 7 | -1
CCCNC(=O)C1(C)CCCN(C(=O)c2cccnc2Oc2ccccc2)C1 (configuration not stated) | 13 | 2
COc1ccc(CNC(=O)Nc2nc(C(N)CCc3ccccc3)cs2)cc1 (configuration not stated) | 13 | -1
CC1C=CC=CC=CC=CC=CC=CC=CC(OC2OC(C)C(O)C(N)C2O)CC2OC(O)(CC(O)CC(O)C(O)CCC(O)CC(O)CC(=O)OC(C)C(C)C1O)CC(O)C2C(=O)O (configuration not stated) | -355 | -10
O=C(Nc1ccncc1)c1cc(-c2ccccc2)nc2ccccc12 | -11 | 0
NC(c1ccccc1)c1csc(Nc2ccc(C(=O)NCCO)cc2)n1 (configuration not stated) | -255 | -3
CC1CCCCC12NC(=O)N(CC(=O)Nc1cccnc1)C2=O (configuration not stated) | 11 | 1
Cc1ccc(Cc2c(-c3ccc(C#N)cc3)nc3c(C)cc(Br)cn23)cc1 | -374 | -5
COC(=O)[C@@]12C[C@@H](CC(=O)N3CCC(c4ccccc4)CC3)C(=O)N(Cc3ccco3)C1=CCC(C)(C)C2 | 27 | 2
CCN(CC)S(=O)(=O)c1ccc(C(=O)NCC(=O)NCc2ccc3c(c2)OCO3)cc1 | -1 | -17
COCCN(C(=O)COC(=O)c1c(C)nn(-c2ccccc2)c1C)c1c(N)n(Cc2ccccc2)c(=O)[nH]c1=O | 14 | -2
C/C=C/c1ccc2c(c1)O[C@@H](CN(C)C(=O)c1ccc(F)cc1)[C@@H](C)CN([C@H](C)CO)S2(=O)=O | 3 | 4
O=C(NNC(=O)c1ccc2ccccc2c1)c1cccc(Br)c1 | 14 | 3
CC1(C(=O)Nc2cnc3ccccc3c2)CCN1CCc1ccccc1 (configuration not stated) | 13 | -1
COc1cc(C2c3cc4c(cc3OC(N3CCOCC3)C2C)OCO4)cc(OC)c1OC(C)=O (configuration not stated) | 8 | 2

6 entries out of the list, sorted by molecular weight, lowest first.
SMILES | SENP8 inh | SENP1 FRET inh
CC1CCCCC12NC(=O)N(CC(=O)Nc1cccnc1)C2=O (configuration not stated) | 11 | 1
O=C(Nc1ccncc1)c1cc(-c2ccccc2)nc2ccccc12 | -11 | 0
O=C(NNC(=O)c1ccc2ccccc2c1)c1cccc(Br)c1 | 14 | 3
CCN(CC)S(=O)(=O)c1ccc(C(=O)NCC(=O)NCc2ccc3c(c2)OCO3)cc1 | -1 | -17
COC(=O)[C@@]12C[C@@H](CC(=O)N3CCC(c4ccccc4)CC3)C(=O)N(Cc3ccco3)C1=CCC(C)(C)C2 | 27 | 2
CC1C=CC=CC=CC=CC=CC=CC=CC(OC2OC(C)C(O)C(N)C2O)CC2OC(O)(CC(O)CC(O)C(O)CCC(O)CC(O)CC(=O)OC(C)C(C)C1O)CC(O)C2C(=O)O (configuration not stated) | -355 | -10
